Source: PubChem (Broad Institute)
ROS inducer: inducers of reactive oxygen species in cancer cells; U2OS ROS induction, H2DCF-DA fluorescence; ROS induction (% of piperlongumine), % at 10 µM; actives 2% (n = 46,000); in the data active means ROS induction above about 79%, passing the limit was not always enough; inconclusive means no clear call, values can overlap the other calls;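 further: 0% = DMSO vehicle median and 100% = reference compound median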
* hit, by the source's call; ? = inconclusive. This is a subset, so the mix of outcomes need not match the whole.

SMILES	ROS inducer
O=C(CC1(O)C(=O)N(Cc2ccccc2)c2ccc(Br)cc21)c1ccccc1[N+](=O)[O-] (stereo unspecified)	4.9
C[C@H](CO)N1C[C@H](C)[C@@H](CN(C)Cc2ccc(Cl)c(Cl)c2)Oc2c(NS(C)(=O)=O)cccc2C1=O	11.1
C[C@@H]1CN([C@@H](C)CO)C(=O)c2cccc(NC(=O)c3ccc(-c4nccs4)cc3)c2O[C@H]1CN(C)C(=O)Nc1ccc(C(F)(F)F)cc1	2.9
COc1cc(-c2nnc(SCC(=O)c3ccc(-c4ccccc4)cc3)n2C)cc(OC)c1OC	20.8
Cc1ccc(S(=O)(=O)N(C)C[C@@H]2Oc3c(NC(=O)c4cc(C)nn4C)cccc3C(=O)N([C@@H](C)CO)C[C@@H]2C)cc1	0.5
CNC[C@H]1Oc2ccc(NC(=O)Nc3c(C)noc3C)cc2C(=O)N([C@@H](C)CO)C[C@@H]1C	-6.5
C[C@@H]1CCCCO[C@H](CN(C)CC2CCCCC2)[C@@H](C)CN([C@H](C)CO)C(=O)c2cc(NS(=O)(=O)c3ccc(Cl)cc3)ccc2O1	37.2
C[C@H]1CN([C@@H](C)CO)C(=O)c2cc(NC(=O)Cc3cn(C)c4ccccc34)ccc2O[C@@H]1CN(C)C(=O)Nc1cccc2ccccc12	9.3

Of the compounds above, these contain a carbonyl joined to an NH by a bond outside any ring.
SMILES	ROS inducer
C[C@@H]1CN([C@@H](C)CO)C(=O)c2cccc(NC(=O)c3ccc(-c4nccs4)cc3)c2O[C@H]1CN(C)C(=O)Nc1ccc(C(F)(F)F)cc1	2.9
Cc1ccc(S(=O)(=O)N(C)C[C@@H]2Oc3c(NC(=O)c4cc(C)nn4C)cccc3C(=O)N([C@@H](C)CO)C[C@@H]2C)cc1	0.5
CNC[C@H]1Oc2ccc(NC(=O)Nc3c(C)noc3C)cc2C(=O)N([C@@H](C)CO)C[C@@H]1C	-6.5
C[C@H]1CN([C@@H](C)CO)C(=O)c2cc(NC(=O)Cc3cn(C)c4ccccc34)ccc2O[C@@H]1CN(C)C(=O)Nc1cccc2ccccc12	9.3

Remaining list, next part.
SMILES	ROS inducer
COc1ccc(-c2cc(=O)[nH]c(SCc3nc4ccccc4c(=O)[nH]3)n2)cc1	2.0
C[C@H](CO)N1C[C@H](C)[C@@H](CN(C)C(=O)c2ccc(N3CCN(C)CC3)cc2)OCc2cn(nn2)CCCC1=O	22.6
C[C@@H]1CN([C@@H](C)CO)C(=O)Cc2cc(NC(=O)C3CCCCC3)ccc2O[C@@H]1CN(C)C(=O)Nc1ccc2c(c1)OCO2	11.6
c1ccc(N2CCN(c3c4c(nc5ncnn35)CCC4)CC2)cc1	2.1
CC(C)NC(=O)N(C)C[C@H]1OCc2cn(nn2)CCCC(=O)N([C@@H](C)CO)C[C@H]1C	-2.9
C[C@H]1CN([C@@H](C)CO)C(=O)c2cc(NC(=O)Nc3cccc4ccccc34)ccc2O[C@@H]1CN(C)CC1CCCCC1	-24.3
Cc1noc(C)c1NC(=O)N(C)C[C@@H]1Oc2ccc(NC(=O)Nc3cccc4ccccc34)cc2C(=O)N([C@@H](C)CO)C[C@@H]1C	-9.4
CCC(C)NC(=O)c1cc(-c2cccc(OC)c2)no1 (stereo unspecified)	2.7

Other entries.
SMILES	ROS inducer
CC(Oc1ccc(Br)cc1)C(=O)NN (stereo unspecified)	-7.9
OC(c1nc2ccc(Cl)cc2[nH]1)C(O)c1nc2ccc(Cl)cc2[nH]1 (stereo unspecified)	?
COc1ccc([N+](=O)[O-])cc1NC(=O)c1ccccc1N(C)S(=O)(=O)c1ccc(C)cc1	-0.2
Cc1noc(C)c1S(=O)(=O)Nc1ccc2c(c1)C(=O)N([C@@H](C)CO)C[C@H](C)[C@H](CN(C)C)O2	-6.3
Cc1cc2nc(SCc3ccccc3C#N)[nH]c2cc1C	126.7*
C[C@H]1CN([C@@H](C)CO)C(=O)c2cc(N(C)C)ccc2O[C@H]1CN(C)Cc1ccc(Oc2ccccc2)cc1	-19.7
COc1cc(C2NCCS2)cc(OC)c1OC (stereo unspecified)	24.9
CCOC(=O)NC(=O)CSc1nc2ccccc2s1	-2.5

Next section:
SMILES	ROS inducer
COc1cc(O)c2c(c1)OC(c1ccc(O)cc1)CC2=O (stereo unspecified)	11.9
C[C@H]1CN([C@@H](C)CO)C(=O)c2cc(NC(=O)CCCN(C)C)ccc2O[C@H]1CN(C)Cc1ccc(C(=O)O)cc1	-8.9
C[C@H]1CN([C@@H](C)CO)C(=O)c2cc(NC(=O)CCCN(C)C)ccc2O[C@@H]1CN(C)C(=O)Nc1ccccc1	-3.0
CCn1c(SCC(=O)Nc2ccc(C)c(F)c2)nnc1-c1cccc(Cl)c1	-4.7
C[C@@H]1CN([C@@H](C)CO)C(=O)c2cc(NS(=O)(=O)c3ccccc3)ccc2O[C@H]1CN(C)CC1CCCCC1	-3.2
CC(C)n1c2ccccc2c2nnc(SCC(=O)N3c4ccccc4Sc4ccccc43)nc21	1.4
Cc1noc(C)c1NC(=O)N(C)C[C@@H]1Oc2ccc(N(C)C)cc2C(=O)N([C@@H](C)CO)C[C@H]1C	1.4
CC1(C)CN(C(=S)Nc2cccc(Cl)c2)C1=O	-7.3

Other structures:
SMILES	ROS inducer
O=C(c1ccccc1)C1CCN(C(=O)c2ccco2)CC1	-14.5
O=C(Nc1ccc(Cl)cn1)c1cccc(S(=O)(=O)N2CCCCCC2)c1	24.0
O=C1O[C@@H](c2ccccc2)[C@@H](c2ccccc2)N2[C@@H](c3ccc(OCCO)cc3)[C@]3(C(=O)Nc4ccccc43)[C@@H](C(=O)N3CCCCCCC3)[C@H]12	36.0
CC1(CC(=O)O)CCC2(O1)C(CO)=CCC1C(C)(C)C(O)CCC12C (stereo unspecified)	-3.1
CCn1c(SCC(=O)Nc2ccc(F)c(Cl)c2)nnc1-c1ccc(Cl)cc1Cl	5.1
C=C1C(=O)O[C@@H]2/C=C(/CO[C@@H]3O[C@H](CO)[C@@H](O)[C@H](O)[C@H]3O)CC/C=C(/C=O)C[C@H](O)[C@@H]12	4.6
CC(=O)N1CC(C)Sc2cc(S(=O)(=O)Nc3cccc(Cl)c3)ccc21 (stereo unspecified)	-2.9
C[C@@H]1CN([C@H](C)CO)C(=O)c2cccc(NC(=O)Nc3ccccc3)c2O[C@H]1CN(C)S(C)(=O)=O	-0.1

(next part)
SMILES	ROS inducer
Cc1noc(C)c1S(=O)(=O)Nc1cccc2c1O[C@@H](CN(C)Cc1ccc(C(F)(F)F)cc1)[C@@H](C)CN([C@@H](C)CO)C2=O	-5.5
COc1ccccc1NC(=O)C1=C(C)Nc2nnnn2C1c1ccccc1OCc1ccccc1 (stereo unspecified)	11.9
OC(C#CCN1CCOCC1)c1cccs1 (stereo unspecified)	-2.0
COc1ccc(CN(C)C[C@@H]2Oc3ccc(NC(=O)NC4CCCCC4)cc3C(=O)N([C@@H](C)CO)C[C@H]2C)cc1	-12.1
CCOC(=O)c1cnn(C(=O)COc2ccc(C(C)(C)C)cc2C(C)(C)C)c1N	-1.3
CCc1ccccc1N(CC(=O)NC)S(C)(=O)=O	10.2
C[C@@H]1CN([C@H](C)CO)C(=O)c2cc(NC(=O)c3ccncc3)ccc2O[C@@H]1CN(C)C(=O)Nc1ccc2c(c1)OCO2	5.6
Cc1nn(C(C)(C)C)c(OC(=O)c2cccc(Br)c2)c1S(=O)(=O)c1ccccc1	-7.3

Further records.
SMILES	ROS inducer
CN(C)C(=O)[C@]1(Cc2ccccc2N=[N+]=[N-])N=C(c2ccc(OCCCO)cc2)O[C@@H]1c1ccccc1	35.9
CC(C)CCNCc1c(C(=O)O)n(Cc2ccccc2)c2ccccc12	-1.0
C[C@H]1CN([C@@H](C)CO)C(=O)Cc2cc(NC(=O)Nc3cccc4ccccc34)ccc2O[C@H]1CN(C)C(=O)NC1CCCCC1	3.8
CC(C)NC(=O)Nc1ccc2c(c1)C(=O)N([C@H](C)CO)C[C@@H](C)[C@@H](CN(C)C(=O)Nc1ccc3c(c1)OCO3)O2	-7.4
C[C@@H]1CN([C@H](C)CO)C(=O)c2cc(NC(=O)Cc3cn(C)c4ccccc34)ccc2O[C@@H]1CN(C)C(=O)Nc1ccc(C(F)(F)F)cc1	45.7
C[C@H]1CN([C@@H](C)CO)C(=O)c2cc(NS(=O)(=O)c3cn(C)cn3)ccc2O[C@H]1CN(C)S(C)(=O)=O	32.2
C[C@@H]1CN([C@H](C)CO)C(=O)Cc2cc(NC(=O)Nc3cccc4ccccc34)ccc2O[C@@H]1CN(C)C(=O)NC1CCCCC1	-2.9
C[C@H]1CN([C@@H](C)CO)C(=O)Cc2cc(NC(=O)Cc3cn(C)c4ccccc34)ccc2O[C@H]1CN(C)S(=O)(=O)c1cn(C)cn1	-10.0

Remaining list, next part:
SMILES	ROS inducer
O=C(O)CCn1c2ccccc2c2cn[nH]c(=O)c21	-6.8
Cc1noc(C)c1NC(=O)Nc1ccc2c(c1)CC(=O)N([C@H](C)CO)C[C@@H](C)[C@H](CN(C)Cc1ccccc1)O2	0.4
CN(C)CCCC[C@@H]1NC(=O)[C@H]2C[C@@H](C(=O)NCCCCCN)[C@@H](c3cccc(OCCO)c3)N2C1=O	72.5
COc1ccc(C#Cc2ccc3c(c2)[C@]2(C(=O)N3)[C@H](C(N)=O)[C@H]3C(=O)O[C@H](c4ccccc4)[C@H](c4ccccc4)N3[C@@H]2c2ccc(OCCO)cc2)cc1	-3.5
COc1ccc(S(=O)(=O)N(C)C[C@@H]2Oc3ccc(N(C)C)cc3CC(=O)N([C@H](C)CO)C[C@H]2C)cc1	95.5*
C[C@@H]1CCCCO[C@H](CN(C)C(=O)C2CCCCC2)[C@@H](C)CN([C@H](C)CO)C(=O)c2cc(NC(=O)Cc3ccccc3)ccc2O1	-8.1
Cc1noc(C)c1NC(=O)N(C)C[C@H]1Oc2ccc(NC(=O)C3CC3)cc2C(=O)N([C@@H](C)CO)C[C@@H]1C	0.9
Nc1cc(N)nc(SCC(=O)N2c3ccccc3Sc3ccccc32)n1	24.2

Further structures follow:
SMILES	ROS inducer
COc1ccc2c(c1)[C@@]1(C)CCC(=O)C[C@H]1CC2	-11.7
Cc1ccc2c(Sc3ccc(Cl)cc3)c(C(=O)NC(C)c3ccc4c(c3)OCCO4)[nH]c2c1 (stereo unspecified)	-8.9
C[C@@H]1CN([C@@H](C)CO)C(=O)CCCn2nncc2CO[C@H]1CN(C)C	23.2
O=C(O)C1=C[C@H](c2ccc3c(c2)OCO3)C[C@H](OCCCCO)O1	13.9
Nc1nnc(SCC(=O)N2CCc3ccccc32)n1-c1ccccc1	-6.6
C[C@H](CO)N1C[C@H](C)[C@H](CN(C)C(=O)Nc2ccc(F)cc2)Oc2c(NS(=O)(=O)c3cn(C)cn3)cccc2C1=O	-10.5
C[C@@H]1CN([C@H](C)CO)C(=O)c2cccc(NC(=O)Nc3ccc4c(c3)OCO4)c2O[C@H]1CN(C)S(=O)(=O)c1ccccc1	-2.2
C[C@@H]1CN([C@@H](C)CO)C(=O)c2cc(NC(=O)C3CCCCC3)ccc2O[C@@H]1CN(C)C(=O)Nc1ccccc1	-3.7

Rewritten with each value named: part of the list above
> C=C1C(=O)O[C@@H]2/C=C(/CO[C@@H]3O[C@H](CO)[C@@H](O)[C@H](O)[C@H]3O)CC/C=C(/C=O)C[C@H](O)[C@@H]12
  ROS inducer = 4.6

> C[C@@H]1CN([C@H](C)CO)C(=O)c2cc(NC(=O)c3ccncc3)ccc2O[C@@H]1CN(C)C(=O)Nc1ccc2c(c1)OCO2
  ROS inducer = 5.6

> C[C@@H]1CN([C@H](C)CO)C(=O)Cc2cc(NC(=O)Nc3cccc4ccccc34)ccc2O[C@@H]1CN(C)C(=O)NC1CCCCC1
  ROS inducer = -2.9

Additional compounds follow.
SMILES	ROS inducer
C[C@H]1CN([C@@H](C)CO)C(=O)Cc2cc(NC(=O)Nc3ccccc3)ccc2O[C@@H]1CN(C)C(=O)NC1CCCCC1	-7.6
CCOC(=O)c1c(C(C)(C)C)oc2ccc(OCC(=O)OC)cc12	59.6
Cc1cc(C)n2nc(CNS(=O)(=O)c3cccc4nsnc34)nc2n1	-9.5
C[C@H](CO)N1C[C@H](C)[C@H](CN(C)C(=O)NC2CCCCC2)Oc2ncc(-c3cccc(F)c3)cc2C1=O	53.0
C[C@H]1CN([C@@H](C)CO)C(=O)CCCn2cc(nn2)CO[C@H]1CN(C)C(=O)c1ccc2ccn(C)c2c1	-15.6
CC(C)OC(=O)Cc1csc(-c2ccc(Oc3ccc(C(F)(F)F)cn3)cc2)n1	22.1
COc1ccc(CN(C)C[C@H]2Oc3ccc(NC(=O)CCC(F)(F)F)cc3C(=O)N([C@H](C)CO)C[C@@H]2C)cc1	11.6
COc1ccc(C(=O)Nc2ccc(S(=O)(=O)Nc3nccnc3OC)cc2)cc1	-2.5

Next entries.
SMILES	ROS inducer
C[C@H]1CN([C@@H](C)CO)C(=O)c2cc(NS(=O)(=O)c3ccc(Cl)cc3)ccc2O[C@@H]1CN(C)Cc1ccc(Oc2ccccc2)cc1	49.1
COc1cccc(-n2nnnc2SCC(=O)Nc2c(C)cc(C)cc2C)c1	2.1
COc1ccc(S(=O)(=O)N(C)C[C@@H]2Oc3ccc(NC(=O)C4CCCCC4)cc3C(=O)N([C@@H](C)CO)C[C@@H]2C)cc1	-4.9
COc1ccc(NC(=O)N(C)C[C@H]2Oc3ccc(NC(=O)c4ccncc4)cc3C(=O)N([C@H](C)CO)C[C@H]2C)cc1	43.2
CC(=O)Nc1ccc(OCC(O)Cn2nc(C)c(C(C)=O)c2C)cc1 (stereo unspecified)	-2.6
CNC[C@H]1Oc2ccc(NC(=O)CCN3CCOCC3)cc2CC(=O)N([C@H](C)CO)C[C@H]1C	-7.8
CNC[C@@H]1Oc2ccc(N(C)C)cc2C(=O)N([C@@H](C)CO)C[C@H]1C	3.7
CC(C)NC(=O)N(C)C[C@@H]1OCCCC[C@@H](C)Oc2ccc(NC(=O)NC3CCCCC3)cc2C(=O)N([C@H](C)CO)C[C@@H]1C	8.9
C[C@H]1CN([C@@H](C)CO)C(=O)c2cccc(NC(=O)c3ccc(-c4nccs4)cc3)c2O[C@@H]1CN(C)S(=O)(=O)c1cn(C)cn1	-1.6
CNC[C@H]1Oc2c(NC(=O)NC(C)C)cccc2C(=O)N([C@H](C)CO)C[C@H]1C	-4.9
Cc1cc2ccccc2n2c(SCC(=O)Nc3cccc(C(F)(F)F)c3)nnc12	-14.8
